# Bioassay records: PubChem BioAssay, several laboratories
# STAT1 act: STAT1 signaling activators, primary screen, cell-based, HTS, luciferase reporter. 2.6% of 200,000 active. AID 932, 2007. NIH 3T3 STAT1-luciferase reporter, IFN-gamma, luminescence; 100% = IFN-gamma alone, no compound. activation (% of control), % at 5.5 µM;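 active = activation above the screen-wide mean activation plus 3 SD, cut at about 130% in these data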;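 note: raw ratio to IFN-gamma control signal so 100% means no change and 0% no light; values of inactives mirror those of a sister screen read the other way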
# STAT3 act: IL-6 driven STAT3 reporter potentiators, primary screen, U3A cells, luciferase, luminescence, MLSCN library | 0.91% of 190,000 active | IL-6 STAT3-luciferase reporter; 100% = signal with IL-6 EC80 alone | activation (% of control), % at 5.6 µM;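 active = activation above the screen-wide mean of compound activation plus 3 SD, cut at about 130% in these data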;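 note: 0% = background luminescence of wells with medium and substrate only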
#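 Material: human STAT1-deficient U3A cells with stable STAT3-luciferase reporter / Probe or stimulus: IL-6 stimulus at 33 ng/mL final / Schedule: 1 h compound pre-exposure, 6 h IL-6 stimulation, 37 °C / Technique: luminescence / Read-out basis: percent of IL-6-only median luminescence / Control set: IL-6-only high control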
# STAT3 inh: IL-6 driven STAT3 reporter inhibitors, primary screen, U3A cells, luciferase, luminescence, MLSCN library; IL-6 STAT3-luciferase reporter; host cell line lacks STAT1; AID 862, 2007; inhibition, % at 5.5 µM; 0.89% of 190,000 active;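 active = inhibition above the mean inhibition across all screened compounds plus 3 SD, cut at about 44% in these data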;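 note: 0% = DMSO only wells and 100% = 100 µM nifuroxazide control wells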
# Redox H2O2 prof: compounds producing H2O2 with reducing agent – biochemical, NIH compound library profiling, artefact control for MLSCN library redox annotation, primary screen; DTT-dependent redox cycling H2O2, phenol red/HRP absorbance; 100% = 100 µM peroxide control, 0% = buffer; activation, % at 10 µM; 0.03% of 200,000 active; AID 878, 2007;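 active = activation of at least 50% relative to the plate's high and low controls in the primary single-dose screen; inactive = activation below 50%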;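 note: compound incubated with DTT at 0.8 mM final as the reducing agent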
# TLR4-MyD88 BLA: inhibitors of TLR4-MyD88 association in cells, primary screen, cell-based, HeLa CL3-4, BLA complementation, FRET ratio; HeLa CL3-4 TLR4/MyD88 BLA complementation; 0.18% of 200,000 active; Toll-like receptor 4 (Homo sapiens) + Myeloid differentiation primary response protein …; inhibition, % at 8.4 µM; in the data active = inhibition above about 25%;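 note: 0% = vehicle and 100% = reference inhibitor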
# Target sequence (O00206 whole entry, looked up): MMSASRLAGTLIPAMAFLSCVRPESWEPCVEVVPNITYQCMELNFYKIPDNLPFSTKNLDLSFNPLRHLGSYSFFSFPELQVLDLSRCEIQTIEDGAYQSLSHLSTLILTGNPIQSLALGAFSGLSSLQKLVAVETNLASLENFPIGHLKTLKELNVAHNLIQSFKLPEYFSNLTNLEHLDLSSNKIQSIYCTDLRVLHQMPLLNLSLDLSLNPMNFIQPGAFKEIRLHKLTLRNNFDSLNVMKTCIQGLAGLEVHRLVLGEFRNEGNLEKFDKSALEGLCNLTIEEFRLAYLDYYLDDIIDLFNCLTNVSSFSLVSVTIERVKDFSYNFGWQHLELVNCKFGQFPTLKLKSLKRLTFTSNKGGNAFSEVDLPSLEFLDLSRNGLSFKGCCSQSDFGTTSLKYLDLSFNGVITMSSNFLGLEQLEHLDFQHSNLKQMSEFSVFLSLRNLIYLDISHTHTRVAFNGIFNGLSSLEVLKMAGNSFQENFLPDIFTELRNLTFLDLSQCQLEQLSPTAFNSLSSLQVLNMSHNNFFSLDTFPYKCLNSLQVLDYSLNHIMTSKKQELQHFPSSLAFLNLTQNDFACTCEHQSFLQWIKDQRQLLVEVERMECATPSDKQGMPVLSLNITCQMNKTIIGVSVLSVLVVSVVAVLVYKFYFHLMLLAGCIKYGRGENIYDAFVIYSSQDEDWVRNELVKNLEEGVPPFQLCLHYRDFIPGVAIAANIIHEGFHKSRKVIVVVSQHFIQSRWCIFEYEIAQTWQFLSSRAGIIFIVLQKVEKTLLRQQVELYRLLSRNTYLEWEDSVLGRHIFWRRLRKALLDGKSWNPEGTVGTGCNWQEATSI
# Target sequence (Q99836 whole entry, looked up): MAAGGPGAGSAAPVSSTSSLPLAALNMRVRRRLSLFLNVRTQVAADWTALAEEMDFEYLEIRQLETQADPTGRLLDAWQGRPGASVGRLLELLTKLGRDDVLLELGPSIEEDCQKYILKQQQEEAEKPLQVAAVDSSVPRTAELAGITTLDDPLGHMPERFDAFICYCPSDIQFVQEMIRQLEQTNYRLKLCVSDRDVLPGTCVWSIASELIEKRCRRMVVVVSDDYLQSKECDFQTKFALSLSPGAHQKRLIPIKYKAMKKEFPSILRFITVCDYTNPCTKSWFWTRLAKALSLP
# APP 5'UTR act: activators of APP 5'UTR luciferase reporter, primary screen, SH-SY5Y cells; AID 1276, 2008; SH-SY5Y APP 5'UTR luciferase reporter, luminescence; zero percent = DMSO vehicle wells; 1% of 190,000 active; activation, % at 2 µM;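 active = activation above a set limit, based on mean plus 3 SD of controls, cut at about 140% in these data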; note: values of inactives mirror those of a sister screen read the other way
# Hsp70 act: Hsp70 transcriptional activators, primary screen, cell-based, HeLa, Hsp70 promoter luciferase, luminescence, 10 µM; HeLa Hsp70 promoter luciferase reporter; scaled: vehicle 0, proteasome-inhibitor control 100%; 0.04% of 200,000 active; AID 1203, 2008; activation, % at 10 µM;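 active = activation above the mean across all tested compounds plus 3 SD, cutoff set per campaign, cut at about 5.5% in these data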;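 note: 100% = MG132 at 30 µM as the positive control and 0% = DMSO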
# STAT1 blocker: STAT1 signaling inhibitors, primary screen, cell-based, HTS, luciferase reporter. NIH 3T3 STAT1-luciferase reporter, IFN-gamma, luminescence. 0.35% of 200,000 active. inhibition, % at 5.5 µM;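 active = inhibition above a set limit, the mean inhibition across all tested compounds plus 3 SD, cut at about 34% in these data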;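 note: 0% = IFN-gamma with DMSO and 100% = IFN-gamma with 300 µM nifuroxazide; values of inactives mirror those of a sister screen read the other way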
# HMGR II inh: inhibitors of E. faecalis class II HMGR, primary screen, biochemical, Enterococcus faecalis | purified E. faecalis HMGR, NADPH absorbance 340 nm kinetic | inhibition, % at 10 µM | 0.41% of 190,000 active;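 active = inhibition above a set limit, the median over all tested compounds plus 3 SD, cut at about 9.5% in these data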;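 note: enzyme runs in reverse so mevalonate oxidation gives rising NADPH absorbance; 0% = complete reaction with DMSO and 100% = background rate lacking mevalonate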
# NF-kB expr up: activators of NF-kB expression in neurons, primary screen, cell-based, HTS | 1.6% of 190,000 active | human neuronal cells, NF-kB reporter expression; active compounds read high | fold change at 12.5 µM; in the data active = fold change above about 3.3
# Starred values were filed as active, the others as inactive; nt = not tested or not shown; & = joins results of further samples. Some of the compounds tested; count on the stated rates, not on these rows.
SMILES,STAT1 act,STAT3 act,STAT3 inh,Redox H2O2 prof,TLR4-MyD88 BLA,APP 5'UTR act,Hsp70 act,STAT1 blocker,HMGR II inh,NF-kB expr up
CN1CCN(c2ncnc(Cl)c2N)CC1,105,107,-6,1.5,-9,0,-0.2,-8,-4,1.2
O=C1CN=C(c2cccs2)c2c(sc3c2CCCC3)N1,94,95,14,4.0,-5,9,-0.2,7,3,1.4
Cc1ccc(Cn2nc(C)c(C=O)c2Cl)cc1,99,107,-2,0.3,-1,14,-0.3,1,0,1
CN(C)C(=O)Oc1ccc(-c2nnco2)cc1,110,104,4,-1.8,-16,nt,-0.3,-11,3,1.1
COCCCN1CCN(c2nnc3n2-c2sc(Br)cc2C(c2ccccc2Cl)=NC3)CC1,102,92,12,8.5,-2,4,-0.2,-2,-5,1.1
COC(=O)C(O)(c1ccc(NC(=O)Oc2ccccc2)cc1)C(F)(F)F (configuration not stated),100,89,14,-0.8,17,18,-0.3,-1,-2,2.7
Cc1ccsc1C(=O)C1CCCN(Cc2cnn(C)c2)C1 (configuration not stated),98,101,5,-1.1,-10,10,0.1,0,-2,0.96
CCN1C(=O)c2ccccc2Sc2ccc(C(=O)N3CCC4(CC3)OCCO4)cc21,89,99,7,-0.2,-2,2,-0.4,12,-2,1
Cc1cc2c(C(C)C)c(O)c(O)c(C=O)c2c(O)c1-c1c(C)cc2c(C(C)C)c(O)c(O)c(C=O)c2c1O,99&106,100&106,2&-4,-0.4&-0.1,-15&-17,-16&3,-0.3&-0.4,1&-7,7&-6,1&0.87
CN1CC(C(=O)c2ccc(F)cc2)C(c2c(F)cccc2Cl)C1 (configuration not stated),90,96,11,-0.2,5,9,0.2,9,-3,1.1
Fc1ccccc1CCNCc1ccccc1,95,104,0,-0.2,10,7,-0.1,5,1,1
CCC(=NCc1ccc2c(c1)OCO2)c1c(O)n(C2CCCCC2)c(=O)[nH]c1=O,90,105,-3,1.9,-2,7,0.1,11,4,0.55
O=C(CNS(=O)(=O)c1cccs1)N1CCC2(CC1)OCCO2,111,106,-4,1.0,1,23,-0.3,-12,-11,1.4
CC(=O)OC1(c2ccccc2)CCN(C)C2CCCCC21 (configuration not stated),97,98,6,-0.3,-4,-1,-0.3,1,1,1.1
O=C(C1CCC(=O)N1Cc1ccccc1Cl)N1CCC2(CC1)OCCO2 (configuration not stated),101,98,8,0.4,-5,-11,-0.2,-1,-2,0.83
Cc1nc(Cl)sc1C(=O)Nc1ccc2ccccc2c1,134*,79,26,-0.2,3,94,0.2,-38,-5,5.5*
COc1ccc(OC)c(NC2=NCCCS2)c1,92,103,1,-0.8,4,15,-0.1,7,4,1.1
CN1CCN(c2cc([N+](=O)[O-])ccc2Cl)CC1,102,85,26,-1.4,-17,7,-0.1,-4,-6,1.1
CN(C)Cc1ccccc1OC(=O)N(C)C,99,98,4,-1.3,-7,11,0.0,1,2,1.1
O=[N+]([O-])c1ccc(N2CCCC2)c2ncccc12,99,93,14,-0.8,2,23,-0.3,-1,-2,1.3
O=C(c1n[nH]c(=O)c2ccccc12)N1CCC2(CC1)OCCO2,98,102,10,-1.7,4,5,0.1,2,-1,0.9
N/C(=N/[N+](=O)[O-])N1CCN(C(=O)c2ccc(Cl)cc2)CC1,103,108,-3,-0.9,6,13,-0.2,-3,3,1.2
Cc1ccc(C2NC(=S)NC(c3ccc(C)cc3)C23C(=O)NC(=O)NC3=O)cc1 (configuration not stated),103,104,5,1.6,0,-12,-0.1,-3,4,1
Cc1cccc(C(=O)NC(Oc2ccccc2)C(Cl)(Cl)Cl)c1 (configuration not stated),96,98,14,-4.2,-3,14,-0.3,4,-2,1.1
O=C(NC(c1ccc(Cl)cc1)P(=O)(Oc1ccccc1)Oc1ccccc1)OCc1ccccc1 (configuration not stated),96,97,6,3.8,-8,5,-0.2,5,3,1.4
CC(=O)NN1C(=O)c2ccccc2NC1c1cccnc1 (configuration not stated),97,97,10,-0.5,-11,7,0.2,1,-3,1.1
CCOP(=O)(OCC)C(NC(=O)c1ccccc1Cl)=C(Cl)Cl,99,94,14,-5.2,11,7,-0.2,1,-2,1.2
O=C1/C(=C/c2ccc([N+](=O)[O-])cc2)N2CCC1CC2,99,97,-1,0.5,-1,-6,-0.4,1,-6,1.4
Cc1nn(Cc2ccccc2Cl)c(Cl)c1C(=O)OCC(=O)NCc1ccco1,102,96,8,2.8,3,-19,-0.2,-2,-6,0.98
Cc1c(N=Nc2c(O)[nH]c(=O)[nH]c2=O)c(=O)n(-c2ccccc2)n1C,93,97,8,-1.6,-5,18,-0.1,6,-6,1.1
Cc1ccsc1C(=O)C1CCCN(Cc2ccc(O)cc2)C1 (configuration not stated),100,93,10,-0.9,-1,3,-0.3,1,0,1
COc1ccc(CCn2c(O)c(C=NCCN3CCCCC3)c(=O)[nH]c2=O)cc1OC,102,104,1,-0.1,-11,-4,-0.4,-3,0,0.93
CCCCCSc1cc(OC)c(CCN)cc1OC,103,99,8,-5.0,-9,-55,0.1,-3,-1,1.8
Cc1c(/C=N/O)c2ccccc2n1C,91,88,18,-0.2,10,-4,-0.4,10,-6,1.1
CCn1c(=O)n(CC)c2cc([N+](=O)[O-])c(N3CCNCC3)cc21,89,92,17,-0.6,-14,13,0.0,10,-4,1.1
Cn1c(O)c(C(=O)c2ccccc2F)c(=O)n(C)c1=O,95,99,1,0.6,4,2,-0.3,5,4,1
Cc1ccc(NP(=O)(Oc2ccccc2F)Oc2ccccc2F)cc1C,92,102,-2,-0.1,-11,-3,-0.2,9,2,1.2
CN1/C(=C\C=C2C(=O)NC(=S)NC2=O)C(C)(C)c2ccccc21,105,85,22,-1.3,10,-19,0.1,-7,2,0.91
CCCCn1c(O)c(C(C)=NCc2ccc(F)cc2)c(=O)[nH]c1=O,102,91,14,0.0,5,1,0.0,-2,0,0.89
O=C(N/N=C/c1c(O)n(Cc2ccccc2)c(=O)[nH]c1=O)c1ccccc1,113,107,-9,-0.1,-2,59,-0.2,-14,3,1.1
CN1CCN(c2cc(N3CCCC3)c([N+](=O)[O-])cc2F)CC1,95,95,12,0.8,0,-3,-0.4,5,-5,1.1
O=[N+]([O-])NC1=NCN(Cc2ccco2)CN1Cc1ccco1,99,102,2,-0.5,6,-4,-0.1,1,-6,1.1
NC(=O)Cn1cc(C(=O)c2ccccc2F)c2ccccc21,107,99,4,-1.9,1,-14,-0.2,-8,-7,0.96
COc1ccc(-n2c(=O)[nH]c3ccccc3c2=O)c(OC)c1,103,94,10,0.5,11,1,0.0,-4,-7,0.95
COCCOC(=O)C1=C(N)OC(C)=C(C(=O)OC)C12C(=O)Nc1ccccc12 (configuration not stated),98,110,-11,0.0,1,-2,-0.6,8,1,1.3
Cn1c(O)c(C(c2ccncc2)c2c(O)n(C)c(=S)n(C)c2=O)c(=O)n(C)c1=S,105,108,-8,-1.8,-4,-1,0.0,-6,-9,1.1
CCOc1ccc(C2(C#N)CC[N+](C)(C)CC2)cc1,95,96,6,-6.7,-3,-2,-0.6,6,2,1.1
O=C(Nc1ccc(Cl)cc1)Nc1nccs1,115,82,24,1.8,-7,-60,0.0,-16,-1,2.3
CCCc1nc2ccccc2c(=O)n1-c1ccc(OC)cc1,88,101,2,1.2,-7,5,0.3,13,-5,0.96
CC(=O)Nc1ccccc1C(=O)OCC(=O)c1ccc2ccccc2c1,108,88,22,-3.7,5,2,-0.2,-8,-4,0.52
# (listing goes on)
SMILES,STAT1 act,STAT3 act,STAT3 inh,Redox H2O2 prof,TLR4-MyD88 BLA,APP 5'UTR act,Hsp70 act,STAT1 blocker,HMGR II inh,NF-kB expr up
CCC(COC(=O)NC)NC(=O)Oc1ccccc1 (configuration not stated),108,108,-4,2.2,-9,-6,-0.3,-8,-3,0.96
O=c1c(C=NCCN2CCNCC2)c(O)n(C2CCCCC2)c(=O)n1C1CCCCC1,97,112,-13,1.2,-5,1,-0.1,4,-4,1.4
CCCc1[nH]nc2c1C1(C(=O)N(CC(N)=O)c3ccccc31)C(C(=O)OC)=C(N)O2 (configuration not stated),97,94,9,-0.4,-6,-1,0.0,3,1,1.7
CN(C)c1ccc(C=C2C(=O)NC(=S)NC2=O)cc1[N+](=O)[O-],95,103,-2,0.0,12,1,0.0,4,-4,1.4
CCN(CC)CCN=Cc1c(O)n(CCc2ccccc2)c(=O)[nH]c1=O,98,104,-1,2.1,-5,19,-0.2,3,2,1.3
O=C(Nc1cccc(Cl)c1)c1c(O)c2c(n(Cc3ccccc3)c1=O)CCCC2,103,106,-3,0.1,-5,2,-0.2,-3,4,1.2
Cc1ccccc1OCCCn1cc(C(=O)C(=O)N2CCOCC2)c2ccccc21,102,93,11,-0.4,-3,0,-0.3,-4,-1,1
COc1cc2c(cc1OC)C(C(=O)NCCC(C)C)C1CCCCN1C2=O (configuration not stated),109,95,4,-0.3,8,11,0.1,-9,1,1.2
Cc1cc(C=C2C(=O)NC(=S)NC2=O)c(C)n1-c1ccc2c(c1)OCO2,105,105,-11,0.5,-4,-9,-0.4,-5,-4,1.3
CCOC(=O)C1=C(N)OC2=C(C(=O)CCC2)C12C(=O)N(CC(N)=O)c1ccccc12 (configuration not stated),108,117,-14,2.0,-5,6,0.2,-9,-2,1

# Continued (3 carried over from the part before).
SMILES,STAT1 act,STAT3 act,STAT3 inh,Redox H2O2 prof,TLR4-MyD88 BLA,APP 5'UTR act,Hsp70 act,STAT1 blocker,HMGR II inh,NF-kB expr up
COc1cc2c(cc1OC)C(C(=O)NCCC(C)C)C1CCCCN1C2=O (configuration not stated),109,95,4,-0.3,8,11,0.1,-9,1,1.2
Cc1cc(C=C2C(=O)NC(=S)NC2=O)c(C)n1-c1ccc2c(c1)OCO2,105,105,-11,0.5,-4,-9,-0.4,-5,-4,1.3
CCOC(=O)C1=C(N)OC2=C(C(=O)CCC2)C12C(=O)N(CC(N)=O)c1ccccc12 (configuration not stated),108,117,-14,2.0,-5,6,0.2,-9,-2,1
OCC#CC[N+]1(CC#Cc2ccccc2)CCCC1,101,104,-2,0.8,-1,3,-0.2,-3,4,1.8
Clc1ccc2c(c1)C(c1ccccc1Cl)=NCc1nnc(N3CCN(CCSc4ccccc4)CC3)n1-2,115,91,18,-4.4,12,1,-0.1,-16,2,1.1
CC(C)(C)NC(=S)/N=C(\N)N[N+](=O)[O-],96,98,6,-1.3,-6,9,0.0,3,4,1
CCOC(=O)C1C2c3ccccc3O[C@@]1(C)N=C1SCC(=O)N12 (some centres not stated),96,100,2,0.8,3,0,0.4,5,7,1.2
CCCCCc1nc2c(c(=O)c3ccccc3n2C)c(=O)n1C1CCCCCC1,89,96,3,0.8,2,14,-0.4,12,-5,0.58
CN(C)CCCN=Cc1c(O)n(CCc2ccccc2)c(=O)[nH]c1=O,103,99,2,0.0,-3,-7,-0.6,0,-5,1.1
